CHRM1 agonist – human M1 muscarinic receptor agonism; P11229; CHO-K1 hM1, Fluo-8 calcium fluorescence, agonist mode; 0% DMSO, 100% acetylcholine EC100; hit rate 0.33% among 360,000; activation, % at 3 µM; AID 588814;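 active means activation above the run's mean compound activation plus 3 SD, cut at about 16% in these data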;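 further: peak over basal fluorescence ratio within a 140 s kinetic read after compound addition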
CHRM4 agonist – agonists of human muscarinic M4 receptor (CHRM4); P08173; CHO-K1 hM4/Gqi5, Fluo-8 calcium fluorescence; vehicle 0%, full acetylcholine response 100%; activation, % at 3 µM; hit rate 0.14% among 360,000;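 active means activation above the run mean over all test wells plus 3 SD, cut at about 32% in these data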;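 further: peak over basal fluorescence ratio per well then scaled between controls; 0% = DMSO wells and 100% = acetylcholine at EC100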
Target sequence (P08173 whole entry, looked up): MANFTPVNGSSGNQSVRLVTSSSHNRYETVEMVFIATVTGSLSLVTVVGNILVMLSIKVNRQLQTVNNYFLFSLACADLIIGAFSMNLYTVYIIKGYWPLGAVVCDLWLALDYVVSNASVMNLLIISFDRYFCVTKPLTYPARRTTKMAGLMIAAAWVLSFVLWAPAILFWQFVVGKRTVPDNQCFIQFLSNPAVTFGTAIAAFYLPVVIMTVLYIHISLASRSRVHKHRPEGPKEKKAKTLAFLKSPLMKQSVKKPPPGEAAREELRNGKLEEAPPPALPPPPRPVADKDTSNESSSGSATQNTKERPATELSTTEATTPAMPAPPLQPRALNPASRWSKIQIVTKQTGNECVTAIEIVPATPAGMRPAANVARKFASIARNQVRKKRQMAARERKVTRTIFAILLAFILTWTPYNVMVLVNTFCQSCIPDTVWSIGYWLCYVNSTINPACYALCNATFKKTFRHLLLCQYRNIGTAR
M5 antag – blocks acetylcholine activation of human M5 receptor; CHO-hM5 cells, Fluo-8 calcium fluorescence, ACh EC80; inhibition, % at 3 µM; hit rate 0.59% among 360,000; AID 624040;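 active means inhibition above a per-plate cutoff, the mean of that plate's test compounds plus 3 SD, cut at about 27% in these data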;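 further: 0% = acetylcholine EC80 with DMSO and 100% = DMSO without agonist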
TAAR1 ag – human TAAR1 agonism; Q96RJ0; CHO RD-HGA16 TAAR1, Fluo-8 calcium fluorescence; vehicle wells 0%, saturating PEA agonist 100%; activation, % at 3 µM; hit rate 0.99% among 360,000; AID 624467;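 active means activation above the mean activation of all test compounds in the run plus 3 SD, cut at about 38% in these data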
Target sequence (Q96RJ0 whole entry, looked up): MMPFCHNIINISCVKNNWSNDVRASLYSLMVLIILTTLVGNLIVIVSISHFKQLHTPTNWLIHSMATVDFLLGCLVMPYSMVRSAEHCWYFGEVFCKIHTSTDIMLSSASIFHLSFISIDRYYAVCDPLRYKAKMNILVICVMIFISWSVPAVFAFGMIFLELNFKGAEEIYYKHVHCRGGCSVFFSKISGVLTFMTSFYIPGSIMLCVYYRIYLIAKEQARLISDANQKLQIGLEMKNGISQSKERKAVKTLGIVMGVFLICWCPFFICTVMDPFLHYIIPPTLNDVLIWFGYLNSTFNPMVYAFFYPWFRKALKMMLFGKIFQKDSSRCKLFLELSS
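Assay system: CHO-derived RD-HGA16 cells with stable Gα16 and human TAAR1; timing: 17-24 h seeding, 75 min 37 °C dye, 30 min RT; read-out: % activation from peak over basal fluorescence ratio, DMSO-to-PEA scaled; measured by: kinetic Fluo-8 calcium fluorescence; benchmarks: low control DMSO, high control PEA (EC100); doses: 3 µM single concentration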
M5 PAM – positive allosteric modulators of human muscarinic M5 receptor; activation, % at 3 µM; P08912; CHO-K1 hM5, Fluo-8 calcium, ACh EC20 PAM; 0% = ACh EC20, 100% = ACh EC100; AID 624038; hit rate 0.3% among 360,000;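 active means activation above the run cutoff, the mean activation of all test compounds plus 3 SD, cut at about 18% in these data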
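Assay system: CHO-K1 hM5 cells / Incubation: Fluo-8 loading 80 min at 37 °C plus 30 min room temperature / Technique: Fluo-8 calcium dye fluorescence, kinetic read / Repeats: single replicate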
CHRM5 agonist – CHRM5 agonism in calcium assay; P08912; CHO-K1 hM5 cells, Fluo-8 calcium fluorescence; 0% DMSO wells, 100% maximal acetylcholine response; activation, % at 3 µM; hit rate 0.19% among 360,000;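 active means activation above the run's mean over test compounds plus 3 SD, cut at about 23% in these data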;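 further: signal is peak over basal fluorescence ratio across the kinetic read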
CHRM1 PAM – positive allosteric modulators of human M1 muscarinic receptor; CHO-K1 hM1, Fluo-8 calcium fluorescence, ACh EC20; 0% = ACh EC20, 100% = maximal ACh; AID 588819; activation, % at 3 µM; hit rate 0.088% among 360,000; P11229; in the data active means activation above about 19%, passing the limit was not always enough
M4 antag – antagonists of human muscarinic M4 receptor (CHRM4); CHO-hM4 cells, ACh EC80, Fluo-8 calcium fluorescence; inhibition, % at 3 µM; hit rate 0.73% among 360,000; AID 624125;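 active means inhibition above its plate's cutoff, the mean inhibition of sample wells plus 3 SD, cut at about 27% in these data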;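 further: 0% = acetylcholine EC80 with DMSO and 100% = DMSO without agonist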
CHRM1 antagonist – human CHRM1 antagonism. P11229. CHO-K1 hM1, Fluo-8 calcium fluorescence, ACh EC80 antagonist. inhibition, % at 3 µM. hit rate 1.3% among 360,000;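 active means percent inhibition above its own plate's cutoff, namely the mean of that plate's compound wells plus 3 SD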;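 further: peak over basal fluorescence ratio during 140 s after agonist addition; 0% = ACh EC80 plus DMSO and 100% = DMSO alone without agonist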
* marks the source's active call; other numbers are inactive results. Not all compounds are listed; rates above refer to the full screens.

SMILES | CHRM1 agonist | CHRM4 agonist | M5 antag | TAAR1 ag | M5 PAM | CHRM5 agonist | CHRM1 PAM | M4 antag | CHRM1 antagonist
C/C(=C\C(=O)c1ccc(Br)cc1)Nc1cccc(Cl)c1 | -1.8 | 0.7 | 2.3 | 4.8 | 3.8 | -0.1 | -1.8 | -0.6 | -0.2
O=C(NCc1cn2ccsc2n1)c1c(F)cccc1Cl | -1.0 | 0.1 | -2.0 | 2.7 | -0.1 | 2.2 | 5.7 | 1.3 | -2.3
Cc1cccc(Oc2ccccc2NC(=O)C2=COCCO2)c1 | -6.7 | -1.9 | 11.4 | -4.4 | 4.7 | -8.2 | -0.7 | 6.3 | 15.8
CCOc1ncccc1C(=O)N(CC)CC(=O)NCc1ccc(F)cc1 | -1.9 | 0.7 | 11.0 | 1.1 | 1.6 | -2.9 | 17.4 | -4.2 | -11.5
COc1ccc(C2(C)NC(=O)N(CC(=O)NCc3ccccc3)C2=O)cc1OC (stereo unspecified) | -3.1 | -0.3 | 1.4 | 6.2 | 7.2 | 0.2 | 2.2 | 1.8 | -4.2
CC(=O)Oc1ccc2c3c(c(=O)oc2c1)CCCC3 | -7.2 | 0.5 | -0.1 | -2.2 | 2.4 | 2.1 | 7.8 | -1.1 | -10.3
COc1ccc(NC(=O)Cn2nnc(C(=O)NCc3cccs3)c2N)cc1 | 1.9 | 0.4 | 5.7 | 4.0 | 5.4 | -2.9 | 3.1 | 7.1 | -3.4
Cc1cc2c(cc1C)NC(c1cccnc1)C1=C(CC(C)(C)CC1=O)N2 (stereo unspecified) | -0.8 | 0.3 | 0.2 | 9.5 | 3.2 | 0.7 | 10.2 | 11.0 | -7.4
CC1CCCN(S(=O)(=O)CCNC(=O)c2ccc3c(c2)OCO3)C1 (stereo unspecified) | -0.5 | 0.5 | 7.0 | 0.3 | -1.4 | 3.0 | 7.4 | -5.5 | 2.5
Cc1cc(N2CCCC2)ccc1NC(=O)COc1ccc(Cl)cc1 | -8.6 | 0.6 | -1.2 | -0.7 | -6.1 | 0.1 | -29.1 | 10.1 | 38.5*
CCCC(c1nnnn1Cc1ccco1)N1CCC(C(N)=O)CC1 (stereo unspecified) | -5.1 | 0.6 | 1.4 | 5.6 | 4.2 | -3.1 | 1.1 | -4.4 | -9.8
CCOc1ccc(Nc2cc(C)nc(N3CCOCC3)n2)cc1 | -6.0 | 0.8 | -0.5 | 15.5 | 1.6 | -3.2 | 3.3 | -3.0 | -3.4
COc1ccc(OCc2cc(C(=O)N(C)CC3CCCCO3)no2)c(Cl)c1 (stereo unspecified) | -1.8 | 3.8 | 10.5 | 1.6 | -2.8 | -4.0 | 8.2 | 6.5 | -11.5
CC(=O)Nc1cc(NC(C)=O)cc(-c2nc3ccccc3[nH]2)c1 | -1.0 | -0.2 | 11.7 | 8.1 | 1.1 | -1.4 | 11.4 | 7.3 | -12.8
Cc1oc(-c2cccc(Br)c2)[n+]([O-])c1C | -4.8 | 0.3 | 6.0 | 0.8 | 2.7 | -1.6 | 4.5 | -4.7 | -2.7
Cc1cc(C)cc(NS(=O)(=O)c2c(C(=O)N3CCOCC3)c(C)n(C)c2C)c1 | -5.0 | -0.3 | 3.9 | -0.5 | 2.0 | -5.6 | 6.2 | -0.5 | -5.3
COc1ccc(/C=N/NS(=O)(=O)c2ccc(NC(C)=O)cc2)cc1 | -0.1 | 1.2 | 2.0 | 5.7 | 3.0 | -0.2 | 8.9 | -2.5 | -4.7
Cc1csc2nc(CSc3nc4ccccc4o3)c(Br)n12 | -4.7 | 2.6 | 2.3 | 20.1 | -7.5 | -5.5 | -5.3 | -0.9 | 7.2
CC(C)(C)C1(c2ccccc2)NC(=O)N(CC(=O)N2CCOCC2)C1=O (stereo unspecified) | -4.0 | 0.1 | -4.1 | 1.7 | 1.2 | 3.7 | 7.6 | 2.5 | -3.1
CCC(=O)Nc1cccc(C2=NOC3(C2)C[C@H](C(N)=O)N(C(=O)Cc2ccc([N+](=O)[O-])cc2)C3)c1 (stereo partly specified) | -2.0 | -2.0 | -5.2 | 7.3 | 2.8 | 2.0 | 3.2 | 10.6 | 6.4
O=C(O)c1cc(-c2ccc(Cl)cc2)n(-c2ccc(F)cc2)n1 | -3.0 | 0.3 | -0.6 | -0.5 | -3.5 | 0.9 | 1.5 | 6.3 | -5.3
O=C(Nc1cccc2c(=O)[nH][nH]c(=O)c12)c1ccc([N+](=O)[O-])cc1 | -2.2 | 0.6 | -0.6 | -0.5 | -2.3 | 1.9 | 0.3 | -9.4 | 0.4
CCNC(=S)NNC(=O)c1cc(C)nc2ccccc12 | -4.4 | 1.0 | 2.3 | 2.7 | -5.9 | 0.7 | 6.3 | -12.7 | -7.7
CCC(C)(C)NC(=O)C(c1sccc1C)N(Cc1ccco1)C(=O)c1csnn1 (stereo unspecified) | -5.4 | 1.9 | 7.0 | -2.3 | -4.9 | -4.9 | 7.3 | -18.6 | -7.1
COc1ccc(CN2CCC(C(=O)NC(c3ccc4c(c3)OCO4)c3ccccn3)CC2)cc1 (stereo unspecified) | -7.7 | 0.3 | -1.2 | 1.6 | 0.7 | -2.6 | 4.6 | 3.1 | -8.1
O=C(/C=C/c1ccc(Cl)cc1)N1CCOCC1 | -3.6 | -0.3 | -0.1 | 0.8 | 0.4 | -0.9 | 11.2 | -8.3 | -16.9
COc1ccc(C2/C=C\CN(C(=O)Nc3ccccc3)CC(=O)N2Cc2ccc(F)cc2)cc1 (stereo unspecified) | -1.7 | 1.2 | 14.4 | 16.4 | -4.6 | -0.7 | 8.1 | 3.1 | -1.4
CCN(CC(=O)Nc1c(F)cccc1F)C(=O)CCNS(=O)(=O)c1ccc(C)c(C)c1 | -2.7 | 1.7 | 1.9 | 3.3 | -4.9 | 3.5 | -5.0 | -6.1 | 16.1
COc1ccccc1-c1cc(C(=O)N/N=C/c2ccc(C)s2)c2ccccc2n1 | -4.4 | 2.6 | -2.5 | 7.3 | -0.1 | -2.8 | 2.8 | -6.3 | -16.5
CCOc1ccc(CCN2C(=O)C3C4CCC(O4)C3C2=O)cc1OCC (stereo unspecified) | -3.4 | 0.3 | 1.8 | 2.2 | 1.5 | 1.5 | 4.7 | -9.3 | -2.7
Cc1ccc(C)c(NS(=O)(=O)c2ccc3c(c2)NC(=O)CCS3)c1 | -0.4 | 3.0 | 5.0 | 3.3 | -1.7 | 0.4 | 1.0 | 4.8 | -3.0
O=C(NC(=S)NNC(=O)c1ccccc1O)c1cccs1 | 2.7 | 6.3 | -5.1 | 27.3 | -0.9 | 1.6 | 11.6 | -20.8 | -12.3
O=C(CSc1nnc(-c2cccnc2)o1)Nc1ccccc1F | -0.4 | 0.5 | 15.2 | 3.8 | -5.1 | 1.2 | 8.1 | -7.3 | -10.7
CCCCCCCc1c(O)nc(SCC(=O)O)[nH]c1=O | -2.2 | 0.6 | 0.5 | -3.3 | 6.4 | 2.0 | 17.6 | 4.0 | -18.0
CCOC(=O)c1sc(-c2ccccc2)cc1NC(=O)CSc1nnnn1C | -2.6 | 0.2 | 4.6 | -0.1 | -1.3 | -3.2 | -2.8 | 6.2 | -1.2
CC(C)CNC(=O)c1ccccc1NC(=O)c1ccccc1N(C)S(=O)(=O)c1ccccc1 | -3.9 | 3.8 | 2.7 | 5.0 | -7.2 | -2.3 | 3.6 | -9.8 | -5.5
Cc1cc(C)c(S(=O)(=O)N2CCCC2=O)cc1N(C)S(C)(=O)=O | -2.2 | 0.3 | -14.1 | 0.1 | 0.1 | 4.9 | -2.4 | -1.3 | -4.5
COc1ccc(CNCc2c(F)cccc2F)cc1OC | -3.7 | 0.3 | 5.7 | -0.1 | 0.6 | -0.1 | 6.1 | -4.7 | -15.2
C=CCn1c(SCC(=O)NC(=O)c2cccc([N+](=O)[O-])c2)nnc1-c1ccccc1F | -8.5 | 0.2 | 3.7 | -2.1 | 1.8 | 1.4 | -0.1 | 1.0 | 3.1
CCOC(=O)C1=C(C)Nc2ncnn2C1c1cc(OC)ccc1OC (stereo unspecified) | -6.3 | 0.4 | 3.2 | 3.3 | -4.1 | 0.5 | 10.1 | 8.0 | -5.8
CC(C)c1ccccc1N=C1SCCN1C1CCS(=O)(=O)C1 (stereo unspecified) | -1.6 | 1.1 | -8.7 | 5.4 | 4.5 | -6.0 | 5.8 | -17.9 | -8.9
CCOC(=O)c1cccc(NC(=O)Cn2cnc3c2c(=O)n(C)c(=O)n3C)c1 | -0.4 | 0.3 | -3.0 | 14.6 | -3.9 | -0.1 | -1.6 | 3.5 | -1.6
CCOc1ccc(CN(C)C(=O)CCc2ccc(S(=O)(=O)N3CCCCCC3)cc2)cc1 | 0.4 | 13.9 | 14.0 | 15.6 | -12.2 | -3.7 | 6.0 | 19.6 | 0.1
CC1CC(C)CN(C(=O)COC(=O)c2ccc([N+](=O)[O-])o2)C1 (stereo unspecified) | -2.7 | 0.9 | 4.3 | 8.2 | -0.6 | 0.4 | -8.1 | 6.0 | 23.4
COc1cc2nc(-c3ccc(Br)o3)oc(=O)c2cc1OC | -1.8 | 1.2 | -6.9 | 2.9 | 0.7 | -1.8 | 14.4 | -3.5 | -12.2

8 entries from above, as tab-separated lines:
compound	CHRM1 agonist	CHRM4 agonist	M5 antag	TAAR1 ag	M5 PAM	CHRM5 agonist	CHRM1 PAM	M4 antag	CHRM1 antagonist
CCOC(=O)c1sc(-c2ccccc2)cc1NC(=O)CSc1nnnn1C	-2.6	0.2	4.6	-0.1	-1.3	-3.2	-2.8	6.2	-1.2
CC(C)CNC(=O)c1ccccc1NC(=O)c1ccccc1N(C)S(=O)(=O)c1ccccc1	-3.9	3.8	2.7	5.0	-7.2	-2.3	3.6	-9.8	-5.5
Cc1cc(C)c(S(=O)(=O)N2CCCC2=O)cc1N(C)S(C)(=O)=O	-2.2	0.3	-14.1	0.1	0.1	4.9	-2.4	-1.3	-4.5
COc1ccc(CNCc2c(F)cccc2F)cc1OC	-3.7	0.3	5.7	-0.1	0.6	-0.1	6.1	-4.7	-15.2
C=CCn1c(SCC(=O)NC(=O)c2cccc([N+](=O)[O-])c2)nnc1-c1ccccc1F	-8.5	0.2	3.7	-2.1	1.8	1.4	-0.1	1.0	3.1
CCOC(=O)C1=C(C)Nc2ncnn2C1c1cc(OC)ccc1OC (stereo unspecified)	-6.3	0.4	3.2	3.3	-4.1	0.5	10.1	8.0	-5.8
CC(C)c1ccccc1N=C1SCCN1C1CCS(=O)(=O)C1 (stereo unspecified)	-1.6	1.1	-8.7	5.4	4.5	-6.0	5.8	-17.9	-8.9
CCOC(=O)c1cccc(NC(=O)Cn2cnc3c2c(=O)n(C)c(=O)n3C)c1	-0.4	0.3	-3.0	14.6	-3.9	-0.1	-1.6	3.5	-1.6

Compound activity: PubChem, The Scripps Research Institute Molecular Screening Center
